Source: PubChem
HKDC1 inhibitor: inhibitors of human hexokinase HKDC1. recombinant HKDC1, G6PDH/diaphorase resazurin coupled fluorescence. inhibition, % at 20 µM. 340,000 compounds, 0.16% hits. AID 493160;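 active means inhibition above about 35% when tested at 20 µM, limit read from the data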;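 further: plate controls were DMSO wells with enzyme for no effect and DMSO wells lacking enzyme for full effect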
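Material – in-house recombinant HK5 (HKDC1) enzyme · Quantity – HKDC1 at 5 µg/mL · Buffer or medium – pH 8.0 Tris buffer with 10 mM MgCl2 · Reagent – glucose with 1 mM ATP · Dosing – single 20 µM dose · Times – reaction time 90 min, room temperature, protected from light · Technique – resorufin fluorescence at 613 nm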
mIAP block: mouse IAP inhibition; purified mouse IAP, CDP-Star luminescence, 30 min; inhibition, % at 10 µM; 330,000 compounds, 0.2% hits; AID 2806;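 active means inhibition of at least 40% at 10 µM in the primary screen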;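 further: plate controls were DMSO with enzyme for no effect and no enzyme wells for full effect; values of inactives mirror those of a sister screen read the other way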
A3A deaminase: human APOBEC3A DNA deaminase inhibition; 330,000 compounds, 0.41% hits; P31941; inhibition, % at 20 µM; AID 493011; recombinant A3A, FAM/TAMRA ssDNA deamination fluorescence;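 active means at least 40% inhibition at 20 µM here, with at most 30% in a related deaminase screen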;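 further: plate controls were A3A with DMSO for no effect and wells lacking A3A enzyme for full effect; some results filed as inactive read as strong as hits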
Target sequence (P31941 whole entry, looked up): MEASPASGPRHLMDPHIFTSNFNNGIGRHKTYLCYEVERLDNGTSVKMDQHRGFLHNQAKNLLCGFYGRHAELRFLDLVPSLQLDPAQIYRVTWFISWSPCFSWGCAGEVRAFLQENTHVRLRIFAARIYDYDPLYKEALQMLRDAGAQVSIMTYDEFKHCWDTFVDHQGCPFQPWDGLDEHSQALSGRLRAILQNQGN
hIAP act: increases human intestinal alkaline phosphatase activity | 330,000 compounds, 0.16% hits | activation factor at 10 µM | purified human IAP, CDP-Star luminescence, 30 min; hits give high values; 1 = vehicle-only enzyme, 0 = enzyme-free background | P09923;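 active means activation factor of the enzyme at least 2-fold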; further: the source names both 10 and 20 µM as test concentration; values of inactives mirror those of a sister screen read the other way
Target sequence (P09923 whole entry, looked up): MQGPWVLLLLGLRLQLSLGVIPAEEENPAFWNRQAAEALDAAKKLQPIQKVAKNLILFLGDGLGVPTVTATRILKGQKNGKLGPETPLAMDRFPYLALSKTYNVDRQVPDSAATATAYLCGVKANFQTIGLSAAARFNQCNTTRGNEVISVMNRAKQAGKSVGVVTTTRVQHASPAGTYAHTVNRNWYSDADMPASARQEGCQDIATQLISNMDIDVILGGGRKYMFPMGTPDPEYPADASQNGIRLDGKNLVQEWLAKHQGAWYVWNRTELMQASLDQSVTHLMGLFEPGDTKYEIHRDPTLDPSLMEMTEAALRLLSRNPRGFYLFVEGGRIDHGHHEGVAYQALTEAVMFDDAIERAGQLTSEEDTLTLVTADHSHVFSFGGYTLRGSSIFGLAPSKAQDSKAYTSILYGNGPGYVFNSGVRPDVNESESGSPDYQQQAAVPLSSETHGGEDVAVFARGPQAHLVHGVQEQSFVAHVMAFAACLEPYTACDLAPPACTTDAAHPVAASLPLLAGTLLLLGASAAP
hIAP block: human IAP inhibition; purified IAP, CDP-Star luminescence, 30 min; inhibition, % at 10 µM; 330,000 compounds, 0.12% hits; AID 2544;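 active means inhibition reaching a set limit with compound at 10 µM in the primary screen, cut at about 35% in these data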;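 further: plate controls were DMSO wells with enzyme for no effect and no-enzyme buffer wells for full effect; values of inactives mirror those of a sister screen read the other way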
mIAP activ: increases mouse intestinal alkaline phosphatase activity; muIAP, CDP-Star luminescence, 30 min; hits give high values; 1 = vehicle-only enzyme signal, 0 = enzyme-free wells; activation factor at 10 µM; 330,000 compounds, 0.24% hits; AID 2805;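 active means activation factor of at least 2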; further: the source names both 10 and 20 µM as test concentration; values of inactives mirror those of a sister screen read the other way
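System: Mouse IAP enzyme | Also added: CDP-Star substrate | Dosing: Compounds dispensed in DMSO | Schedule: 30 min enzyme-substrate-compound incubation at room temperature | Technique: Chemiluminescence readout | Control set: DMSO-only wells and no-enzyme negative control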
ATG4B inhibitor: ATG4B (human) cysteine protease inhibition; Q9Y4P1; ATG4B cleavage of LC3-PLA2, NBD-HPC fluorescence, 1 h; inhibition, % at 8.33 µM; 340,000 compounds, 0.51% hits; AID 504462; in the data active means inhibition above about 40%
PfG6PD inh: PfG6PD (Plasmodium falciparum) enzyme inhibition; AID 504690; inhibition, % at 20 µM; 350,000 compounds, 0.78% hits; PfGluPho enzyme, NADPH resazurin-diaphorase fluorescence;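 active means inhibition reaching at least a set limit at 20 µM in the primary screen, cut at about 59% in these data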;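 further: 0% = DMSO wells with substrate and 100% = DMSO wells lacking glucose-6-phosphate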
* = called active by the depositor; nt = not tested or not shown; & = joins results of further samples.

Order of values: hIAP block | PfG6PD inh | A3A deaminase | HKDC1 inhibitor | hIAP act | mIAP activ | ATG4B inhibitor | mIAP block
> O=C(NCC1CCCN1S(=O)(=O)c1cccs1)c1ccc([N+](=O)[O-])cc1 (stereo not given)
 : -5 | 20 | 0 | -6 | 1.1 | 0.98 | 2 | 2
> Cc1cc(C)c(NS(=O)(=O)c2ccc(NC(=O)c3cccs3)cc2)c(C)c1
 : 11 | 8 | 0 | -6 | 0.89 | 0.87 | -1 | 13
> O=C(NC1CCCC1)C(c1ccncc1)N(Cc1ccccc1F)C(=O)c1csnn1 (stereo not given)
 : 8 | 5 | -2 | -5 | 0.93 | 0.96 | -14 | 4
> CC(=O)N1N=C(c2ccc(Br)cc2)OC12CCCC2
 : 3 | 8 | -1 | -1 | 0.97 | 1 | -2 | -3
> CCOc1ccc(NC(=O)CCN2CCN(S(=O)(=O)c3ccc(Cl)cc3)CC2)cc1
 : -14 | 8 | -2 | -2 | 1.1 | 1 | -11 | -2
> Cc1ccc(S(=O)(=O)N2CCN(C(=O)COC(=O)c3c(C)noc3C)CC2)c(C)c1
 : -5 | 15 | 3 | 3 | 1.1 | 1 | -2 | -4
> CCOC(=O)c1cc2nc(-c3ccccc3)cc(C)n2n1
 : -7 | -3 | -3 | -5 | 1.1 | 1.1 | -1 | -7
> CCOC(=O)C1CCN(C(=O)CN(c2cccc(OC)c2)S(=O)(=O)c2ccccc2)CC1
 : -1 | 6 | 1 | 2 | 1 | 1.1 | -8 | -7
> Nc1[nH]c(N=NC(=O)c2ccc(F)cc2)c2ccccc12
 : -36 | 7 | -6 | -6 | 1.4 | 0.91 | 0 | 9
> CC(C)C(=O)NNc1ccc(C(F)(F)F)cn1
 : -14 | 0 | -2 | -4 | 1.1 | 1.1 | -5 | -5
> Cc1ccc(S(=O)(=O)CCC(=O)Nc2nnc(-c3ccc(F)cc3)o2)cc1
 : 0 | -12 | 19 | -2 | 1 | 0.9 | -3 | 10
> O=C(COc1ccccc1[N+](=O)[O-])Nc1cccc(C(=O)Nc2ccccc2C(=O)O)c1
 : -25 | 5 | -1 | 6 | 1.3 | 1 | 39 | -1
> CCOC(=O)Cn1c(S(=O)(=O)Cc2ccccc2Cl)nc(-c2ccccc2)c1-c1ccccc1
 : 9 | 11 | -1 | -3 | 0.91 | 0.96 | 22 | 4
> COC(=O)C[C@H]1c2ccc(C(F)(F)F)cc2S(=O)(=O)N1Cc1ccccc1
 : 14 | 18 | -1 | -4 | 0.86 | 1.1 | -13 | -10
> CCOc1cc(/C=C/c2nc3ccccc3c(=O)[nH]2)ccc1O
 : -1 | 14 | 0 | -3 | 1 | 0.96 | -12 | 4
> Cc1cc(S(=O)(=O)NCc2ccncc2)c(C)cc1Br
 : -24 | -7 | 0 | -3 | 1.2 | 0.97 | 0 | 2
> Nc1cc(-c2ccc(Cl)cc2)nn1-c1ccccc1
 : -5 | 26 | 3 | -1 | 1.1 | 0.88 | -6 | 12
> CN(C)S(=O)(=O)N1CCN(CC(O)COc2ccc(-c3ccccc3)cc2)CC1 (stereo not given)
 : -9 | -11 | 3 | -3 | 1.1 | 1 | -14 | -3
> Cn1cc(C2CC(c3ccccc3)=NN2C(=O)c2ccccc2)c2ccccc21 (stereo not given)
 : 14 | 4 | 3 | -2 | 0.86 | 1.1 | -5 | -6
> O=C(NCc1nc2ccccc2[nH]1)c1ccc(S(=O)(=O)N2CCOCC2)cc1
 : -13 | -11 | 3 | 2 | 1.1 | 0.92 | 10 | 8
> CCC1Oc2ccc(C)cc2N(CC(=O)N(Cc2ccncc2)Cc2ccco2)C1=O (stereo not given)
 : 4 | 14 | 2 | -5 | 0.96 | 1 | 4 | -1
> O=S(=O)(Nc1cccc(Oc2cnccn2)c1)c1ccc(F)cc1
 : -3 | -10 | 4 | 7 | 1 | 1.1 | 5 | -6
> CC1CCN(c2ccc(C(=O)O)cc2N)CC1
 : 0 | -4 | 3 | 9 | 1 | 1 | 5 | 0
> CC1CCN(C(=O)c2cc(N3C(=O)C4C5CCC(C5)C4C3=O)ccc2Cl)CC1 (stereo not given)
 : -26 | nt | 2 | nt | 1.3 | 1.1 | nt | -7
> Cc1cccn2c(=O)nc(SCC(=O)Nc3cccc4ccccc34)nc12
 : -4 | 13 | 11 | 4 | 1 | 1 | 1 | -4
> O=C(c1nc2ccc(Cl)cn2c1CN1CCC(O)CC1)N1CCc2ccccc2C1
 : -20 | 7 | -4 | -5 | 1.2 | 1.1 | 19 | -6
> COc1nnc(-c2ccc(N3CCCCC3)c(NC(=O)C3CCCCC3)c2)c2ccccc12
 : -2 | -8 | -5 | 3 | 1 | 0.91 | 17 | 9
> O=C(O)c1c[nH]c2ccc(S(=O)(=O)N3CCN(c4ccc(F)cc4)CC3)cc2c1=O
 : 10 | -47 | 4 | -5 | 0.9 | 0.99 | 0 | 1
> CN(C)c1ccc(C2OC(=O)C3(CCCC3)C(=O)C2(C)C)cc1 (stereo not given)
 : -11 | 2 | -5 | 4 | 1.1 | 1 | 9 | -3
> Cc1cccc(C)c1NC(=S)N1CC(C)OC(C)C1 (stereo not given)
 : 6 | -4 | 2 | -9 | 0.94 | 1.1 | 0 | -8
> O=C(CCNC(=O)c1ccco1)Nc1ccc(Cl)c(C(F)(F)F)c1
 : 2 | 2 | 0 | 3 | 0.98 | 1 | -5 | 0
> O=C(NC1CCCCCC1)c1c(F)c(F)c(F)c(F)c1F
 : -50 | -16 | 0 | 5 | 1.5 | 1 | 2 | -1
> CN(C)c1nc2c(c(=O)n(C)c(=O)n2C)n1CC(=O)c1cccs1
 : -14 | -12 | -3 | -3 | 1.1 | 1.1 | 7 | -9
> COc1cc(NC(=S)N2CCC(C(N)=O)CC2)cc(OC)c1
 : 5 | 4 | 1 | -12 | 0.95 | 0.92 | 0 | 8
> O=C(Nc1ccc(Cl)cc1)N1CCC(c2nc(-c3ccc(F)cc3)no2)CC1
 : 0 | 7 | -6 | -8 | 0.99 | 1.2 | 0 | -23
> O=C(Cn1nc(C(=O)O)c2ccccc2c1=O)Nc1cccc(S(=O)(=O)N2CCOCC2)c1
 : 6 | 4 | 0 | -3 | 0.94 | 1.1 | -8 | -9
> C=CCOc1ccc(CNC(C)(C)C)cc1OC
 : -1 | -5 | -1 | -6 | 1 | 0.92 | -2 | 8
> Cn1nc(-c2ccccc2)c(CSc2ccccc2Cl)c1Cl
 : -4 | -24 | 3 | 9 | 1 | 1.1 | 20 | -5
> COc1ccc(-c2nc(SCC(=O)N(CC(C)C)c3c(N)n(Cc4ccccc4)c(=O)[nH]c3=O)n[nH]2)cc1
 : -8 | -7 | 2 | -1 | 1.1 | 1.1 | -7 | -6
> COc1ccc(OC)c(NC(=O)c2cc(OC(C)=O)cc(C(=O)Nc3cc(OC)ccc3OC)c2)c1
 : 10 | -1 | -7 | -4 | 0.9 | 0.99 | 1 | 1
> O=C(NC1CCCCCC1)c1ccc(CS(=O)Cc2ccccc2Cl)o1 (stereo not given)
 : -16 | 1 | 0 | 0 | 1.2 | 1 | 10 | -1
> Cc1ccc(S(=O)(=O)Nc2cccc(C(=O)NCC(c3ccco3)N3CCCC3)c2)cc1F (stereo not given)
 : -16 | 13 | 1 | 0 | 1.2 | 0.96 | -3 | 4
> CCC(C)NS(=O)(=O)c1ccc(NS(=O)(=O)c2ccc(F)cc2)cc1 (stereo not given)
 : 15 | -9 | 4 | -1 | 0.85 | 0.88 | 2 | 12
> C/C(CC1CC(C)OC1=O)=N\NC(N)=S (stereo not given)
 : 4 | -3 | -4 | -2 | 0.96 | 0.88 | -5 | 12
> CCOC(=O)c1ccc(NC(=O)NCc2ccccn2)cc1
 : 19 | -21 | -2 | -7 | 0.81 | 1.2 | 0 | -17
> CCCc1nn(C(=O)c2ccccc2)c2c1C(=O)CC(C)(C)C2
 : 15 | -6 | -2 | -5 | 0.85 | 1 | -13 | -3
> O=C(COC(=O)CCOc1ccccc1)Nc1ncc(Cl)cc1Cl
 : -3 | -2 | -1 | 2 | 1 | 0.95 | -11 | 5
> O=C(O)c1ncc(Cl)c(Cl)c1Cl
 : -18&2 | 12&-12 | -4&3 | -7&-2 | 1.2&0.98 | 1&1.1 | -5&-6 | -2&-6
> CC(C)CCN1CCC(n2nccc2NC(=O)C2CCOC2)CC1 (stereo not given)
 : -12 | 15 | -7 | -5 | 1.1 | 1 | -5 | 0
> CC1CCc2sc(C(=O)NCc3ccc(F)cc3)cc2C1 (stereo not given)
 : 28 | 7 | 0 | -2 | 0.72 | 1.2 | 13 | -23

The list continues:
Order of values: hIAP block | PfG6PD inh | A3A deaminase | HKDC1 inhibitor | hIAP act | mIAP activ | ATG4B inhibitor | mIAP block
> O=C(Cn1ncc2c1-c1ccccc1OC2)N1CCN(c2ccccn2)CC1
 : 6 | -4 | 0 | 2 | 0.94 | 1 | 0 | -2
> CC1(C(=O)NC2CCCCCCC2)CCC(=O)N1Cc1cccs1 (stereo not given)
 : -8 | -6 | 8 | -7 | 1.1 | 1.1 | -1 | -7
> CCCCc1ccc(NC(=S)N2CCCC2)cc1
 : -8 | 12 | -1 | 2 | 1.1 | 0.92 | 0 | 8
> COc1cccc(N(CC(=O)NCCSCc2ccco2)S(=O)(=O)c2ccccc2)c1
 : -18 | -7 | -2 | -3 | 1.2 | 1 | 0 | -5
> Cc1ccc(NC(=O)c2sc3ncn(CC(=O)N4CCN(c5ccccn5)CC4)c(=O)c3c2C)cc1Cl
 : 13 | 12 | 1 | -1 | 0.87 | 0.99 | -19 | 1
> Cc1ccc(C)n1-c1ccc(N(C)C)cc1
 : -13 | 63* | -6 | 5 | 1.1 | 1 | 2 | 0
> O=C(Nc1ccc(C(=O)N2CCN(c3ccc(F)cc3)CC2)cc1)C1=CSCCO1
 : 8 | 6 | -7 | -4 | 0.92 | 0.94 | -7 | 6
> FC(F)(F)c1ccc(-n2cn[nH]c2=S)cc1
 : -10 | 33 | -5 | -5 | 1.1 | 0.97 | -5 | 2
> O=C(CNS(=O)(=O)c1ccc2ccccc2c1)OCC(=O)c1ccc(Br)s1
 : -22 | -16 | -1 | 1 | 1.2 | 1.1 | -5 | -9
> CC(C)N(C(=O)NC(=O)Nc1ccccn1)S(C)(=O)=O
 : 12 | -5 | -6 | -4 | 0.88 | 0.95 | 11 | 5

Complete entries, looked up by structure. Order of values: hIAP block | PfG6PD inh | A3A deaminase | HKDC1 inhibitor | hIAP act | mIAP activ | ATG4B inhibitor | mIAP block
Cc1ccc(NC(=O)c2sc3ncn(CC(=O)N4CCN(c5ccccn5)CC4)c(=O)c3c2C)cc1Cl is entered as 13 | 12 | 1 | -1 | 0.87 | 0.99 | -19 | 1
O=C(CNS(=O)(=O)c1ccc2ccccc2c1)OCC(=O)c1ccc(Br)s1 is entered as -22 | -16 | -1 | 1 | 1.2 | 1.1 | -5 | -9
CC1(C(=O)NC2CCCCCCC2)CCC(=O)N1Cc1cccs1 (stereo not given) is entered as -8 | -6 | 8 | -7 | 1.1 | 1.1 | -1 | -7
O=C(Nc1ccc(C(=O)N2CCN(c3ccc(F)cc3)CC2)cc1)C1=CSCCO1 is entered as 8 | 6 | -7 | -4 | 0.92 | 0.94 | -7 | 6
CC(C)N(C(=O)NC(=O)Nc1ccccn1)S(C)(=O)=O is entered as 12 | -5 | -6 | -4 | 0.88 | 0.95 | 11 | 5
